Screens deposited in PubChem BioAssay by National Center for Advancing Translational Sciences (NCATS).
BCR signal inh: blocks chronic active B-cell receptor signaling. ABC-DLBCL IkBa-CBG/CBR reporter, luminescence ratio, 4 h. Potency, µM (highest dose often 46.1 µM), without a hit: at the top dose ratio change, negative = lower green/red ratio, usual class: inhibitors. actives 0.05% (n = 340,000). AID 493014; active means well fitted inhibition curve with a large enough effect in the signal ratio, with a control signal flat, not every such curve was filed as active; inconclusive means small, poorly fitted or top-dose-only effect, or effect the other way, or a change in a side signal; the % refers to the signal ratio;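 further: potency means the concentration at half of the fitted maximal effect; plate controls were basal doxycycline-induced cells for no effect and cells given 10 µM MG132 for full effect; MG132 reads +100%, hits lower the ratio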
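TMD8 ABC-DLBCL cells carrying doxycycline-inducible green luciferase fused to IkappaBalpha plus unfused red luciferase were exposed to compounds (up to 46 uM) for 4 hrs at 37C. Activity came from the overlap-corrected green/red luminescence ratio.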
B2AR arrestin: beta2AR (human) beta-arrestin recruitment activity. P07550. beta-arrestin recruitment to beta2AR, cell-based reporter. Potency, µM (titrated, usually from 46.1 µM), without a hit: top-dose activation, hits mostly activators. actives 0.02% (n = 330,000);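 further: potency means the concentration at half of the fitted maximal effect; 0% = DMSO controls and full agonism = EC100 isoproterenol or metaproterenol; nearly all actives have a fitted effect of over 65% in size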
TCR activator: activates T cell receptor signaling | AID 504894 | Potency, µM (titrated, usually from 9.22 µM), for inactives: at the top dose activation of IL-2 secretion, most hits filed as activators | 330,000 tested, under 10 active | primary human leukocytes, anti-CD3, IL-2 HTRF, 48 h; further: % of control where 0% means no effect
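Readout: HTRF IL-2, Eu-cryptate/d2 antibody pair, 320nm excitation, 665nm emission. Stimulus: a-CD3 beads, no co-stimulation. Cells: primary human leukocytes. Exposure: 48 hr with compound.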
ELG1 DNA repair: blocks ELG1-dependent DNA repair in HEK293T cells; actives 2.3% (n = 330,000); AID 504467; Potency, µM (highest dose often 46.1 µM), inactives show at the highest dose activity change, negative = inhibition, usual class: inhibitors; HEK293T ELG1-luciferase reporter, luminescence, 16 h; DNA damage induced by 5-fluorouridine; further: potency means the concentration at half of the fitted maximal effect; on the % scale 0 is the no-effect control and ±100 the full control effect; nearly all actives have a fitted effect of over 55% in size
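Quantitative HTS, concentration-response format. 2,000 cells/well co-treated with 5-fluorouridine and compound, 16 hr in 5% CO2 at 37 °C; ONE-Glo luminescence read after 30 min.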
Eya2 inh: inhibitors of human Eya2 phosphatase activity; recombinant Eya2, OMFP fluorescence dephosphorylation (OMFP is methylfluorescein phosphate); AID 488837; Potency, µM (top dose mostly 76.9 µM), inactives show top-dose activity, negative = inhibition, actives largely listed as inhibitors; actives 0.006% (n = 330,000); further: potency means the concentration at half of the fitted maximal effect; on the % scale 0 is the no-effect control and ±100 the full control effect
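Eya2 protein (added as 0.2 uM solution) was preincubated with compound for 10 min at ambient temperature in 50 mM HEPES pH 7.5, 50 mM NaCl, 5 uM MgCl2, 0.05% BSA, 1 mM DTT. OMFP (added at 50 uM) then reacted 10 min; fluorescence read at 485/525 nm.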
Tb PFK inh: T. brucei PFK enzyme inhibition; actives 0.17% (n = 330,000); T. brucei PFK, ADP-Glo luminescence; Potency, µM (series often up to 57.5 µM), without a hit: at the top dose activity, negative = inhibition, actives largely listed as inhibitors;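 further: potency means the concentration at half of the fitted maximal effect; 0% = uninhibited 1x PFK enzyme wells and -100% = no-enzyme wells; nearly all actives have a fitted effect of over 60% in size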
Target sequence (O15648 whole entry, looked up): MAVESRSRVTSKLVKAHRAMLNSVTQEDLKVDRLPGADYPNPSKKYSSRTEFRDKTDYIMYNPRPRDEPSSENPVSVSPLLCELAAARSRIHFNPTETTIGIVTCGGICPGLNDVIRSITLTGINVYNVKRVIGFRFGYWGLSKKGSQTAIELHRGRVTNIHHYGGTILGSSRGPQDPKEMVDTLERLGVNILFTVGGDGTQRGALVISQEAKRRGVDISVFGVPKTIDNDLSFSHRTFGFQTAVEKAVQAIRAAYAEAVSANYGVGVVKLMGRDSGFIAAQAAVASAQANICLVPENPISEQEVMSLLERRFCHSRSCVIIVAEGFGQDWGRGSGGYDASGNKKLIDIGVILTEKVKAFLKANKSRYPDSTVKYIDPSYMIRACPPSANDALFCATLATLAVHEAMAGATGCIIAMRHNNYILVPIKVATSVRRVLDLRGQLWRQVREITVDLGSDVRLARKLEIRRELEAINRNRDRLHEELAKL
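In TEA buffer at pH 8.0 with 5 mM MgCl2, enzyme (1.25 nM) converted F6P (0.5 mM) and ATP (0.1 mM) for 45 min at room temperature. ADP product was read by luciferase luminescence.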
USP2a inh: USP2a (human) protease inhibition. O75604. USP2 core, Ub-CHOP2 coupled fluorogenic reporter, 485/531. Potency, µM (doses to about 38.3 µM), inactives show at the highest dose activity change, negative = inhibition, actives largely listed as inhibitors. actives 0.01% (n = 330,000). AID 463254;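 further: potency means the concentration at half of the fitted maximal effect; plate controls were DMSO wells for no effect and full inhibition by NEM control for full effect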
Target sequence (O75604 whole entry, looked up): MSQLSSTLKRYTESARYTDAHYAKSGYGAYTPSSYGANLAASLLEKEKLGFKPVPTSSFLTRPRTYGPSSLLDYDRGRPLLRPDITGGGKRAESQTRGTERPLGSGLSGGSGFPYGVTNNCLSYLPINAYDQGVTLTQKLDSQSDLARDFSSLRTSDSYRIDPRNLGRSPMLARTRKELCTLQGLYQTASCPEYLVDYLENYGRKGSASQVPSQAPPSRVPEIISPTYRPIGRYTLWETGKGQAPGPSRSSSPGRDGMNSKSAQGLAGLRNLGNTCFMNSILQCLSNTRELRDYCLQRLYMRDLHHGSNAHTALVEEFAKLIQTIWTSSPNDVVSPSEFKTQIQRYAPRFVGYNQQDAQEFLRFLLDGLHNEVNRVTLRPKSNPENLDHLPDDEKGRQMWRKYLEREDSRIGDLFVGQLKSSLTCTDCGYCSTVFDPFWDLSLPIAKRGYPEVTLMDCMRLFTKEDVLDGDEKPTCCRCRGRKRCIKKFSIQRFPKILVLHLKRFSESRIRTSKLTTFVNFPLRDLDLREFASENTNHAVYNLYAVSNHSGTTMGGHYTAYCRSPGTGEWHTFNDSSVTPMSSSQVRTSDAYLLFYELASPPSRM
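Deubiquitinase activity read as fluorescence (485/531 nm) after Ub-CHOP2 cleavage activates the enterokinase reporter on its substrate; USP2 core 10nM, Ub-CHOP2 and substrate 25nM each, 30min compound preincubation then 60min RT; data normalized to NEM, curves fitted.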
Mito fusion act: mitochondrial division inhibition or fusion activation. actives 0.23% (n = 320,000). S. cerevisiae fusion-defective mutant growth rescue, CellTiterGlo 48 h. Potency, µM (top dose mostly 46.1 µM), without a hit: at the highest dose growth rescue (activation), usual class: activators;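 further: potency means the concentration at half of the fitted maximal effect; % of control where 0% means no effect; nearly all actives have a fitted effect of over 45% in size; temperature-sensitive fusion mutants such as fzo1-1 at 37 °C on non-fermentable ethanol glycerol medium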
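Temperature-sensitive fusion-defective S. cerevisiae (e.g. fzo1-1, mgm1-5) were grown with compound in YPEG medium (3% ethanol, 3% glycerol) for 48 hours at 37C. Growth rescue was measured as viability by CellTiterGlo luminescence after 10 minutes at ambient.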
uPA generation: inhibitors of cell surface uPA generation; cell surface uPA generation assay, qHTS; Potency, µM (top dose mostly 38.3 µM), for the others: at the highest dose activity change, negative = inhibition, hits mostly inhibitors; actives 0.31% (n = 330,000); AID 540303; active means well fitted inhibition curve with a large enough effect; inconclusive means small, poorly fitted or top-dose-only effect; inactive means no such curve, though single readings can be large or run the other way; tested in mouse RAW 264.7 cells; further: potency means the concentration at half of the fitted maximal effect; on the % scale 0 is the no-effect control and ±100 the full control effect; nearly all actives have a fitted effect of over 55% in size
TSHR antag: blocks TSH signaling through the human TSH receptor. P16473. TSHR-expressing cells, TSH-stimulated cAMP HTRF, 2 h; stronger effect = lower value. activity change, negative = inhibition, % at 11.5 µM. actives 0.2% (n = 330,000). AID 504810;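 active means activity change below a set negative limit, meaning inhibition stronger than a set level, cut at about -70% in these data; inconclusive means activity change between two set negative limits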; further: on the % scale 0 is the no-effect control and ±100 the full control effect
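Read-out is FRET at 665 nm (cryptate excitation 337 nm) from a cryptate-tagged anti-cAMP antibody, competed by cell cAMP against cAMP-d2. Compounds are tested on freshly harvested TSHR cells challenged with 4nM TSH (EC80) for 2 hours at 37 deg C.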
TSG101-PTAP inh: blocks PTAP/TSG101 interaction to inhibit HIV-1 budding; Q99816; Fluorescence polarization, FITC-PTAP peptide / Tsg101 binding; Potency, µM (series often up to 115 µM), inactives show at the top dose activity change, negative = inhibition, hits mostly inhibitors; 340,000 tested, under 10 active; active means well fitted inhibition curve with a large enough effect in the main read-out, with a control signal flat, not every such curve was filed as active; inconclusive means small, poorly fitted or top-dose-only effect, or effect the other way, or a change in a side signal; inactive means no such curve, though single readings can be large or run the other way; further: potency means the concentration at half of the fitted maximal effect; % of control where 0% means no effect
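Steps: Tsg101 binding domain dispensed (10 uM final), compounds pinned in DMSO, FITC-labeled PTAP-motif peptide added (50 nM final); after 20 min binding at room temperature, polarization measured.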
An asterisk follows results filed as active; ? = inconclusive; . = not tested or not shown; [ ] = remark or other dose. Unless noted, the call rests on the fitted dose curve; in most records, active means well fitted curve in the direction sought with a large enough effect; inconclusive means small, poorly fitted or top-dose-only effect, or another doubt; inactive means no such curve, though single readings can be large; an effect the other way counts as inactive or inconclusive.

SMILES | BCR signal inh | B2AR arrestin | TCR activator | ELG1 DNA repair | Eya2 inh | Tb PFK inh | USP2a inh | Mito fusion act | uPA generation | TSHR antag | TSG101-PTAP inh
Cc1ccc(C)c(N2CCN(C(=O)CCn3c(=S)[nH]c4cc5c(cc4c3=O)OCO5)CC2)c1 | 0% | 0.1% | -1% | 7% | 3% | 6% | -8% | -3% | -1% | -7 | 1%
C[C@@H](NC(=O)Cn1cnc2c(OCc3ccccc3)ncnc21)c1cccc2ccccc12 | -12% | -0.8% | 6% | ? | -15% | -3% | 3% | . | 9% | -1 | -6%
CC1CCN(C(=S)NC(=O)c2cccc([N+](=O)[O-])c2)CC1 | 4% | -0.2% | -4% | -2% | 8% | 0% | 3% | -5% | 0% | -4 | -9%
Cc1ccc(OCc2ccc(C#N)cc2)c(C(=O)c2cc(C#N)c(=O)n(C3CC3)c2)c1 | -1% | 0.3% | 2%[46.1 µM] | 17% | 0% | -2% | 3% | 1% | 1% | 36 | -18%
O=C(NNC(=S)NCc1ccco1)c1ccc(S(=O)(=O)N2CCOCC2)cc1 | -1% | 0.4% | 6% | -15% | 0% | -5% | -1% | 4% | -1% | 7 | 1%
Cc1noc(C)c1COC(=O)Cc1ccc(Br)cc1 | -17% | 0.2% | 12% | -12% | -6% | -4% | -1% | 9% | . | -6 | -2%
Cc1ccc2nc(NC(=O)/C=C/c3ccc4c(c3)OCO4)sc2c1 | 10% | -2.6% | -2% | ? | 10% | 3% | 1% | 1% | 2% | -8 | 1%
O=c1[nH]c(CSc2nnc(-c3ccccc3)n2-c2ccccc2)nc2ccccc12 | ? | -1.0% | -5% | -5% | -11% | 0% | -2% | -9% | -10% | 0 | -17%
Cn1cc(Br)c(-c2cccc(NC(=O)CCC(=O)O)c2)n1 | -2% | 0.4% | 2% | ? | 12% | 1% | 1% | 4% | -1% | 6 | 0%
COc1ccc(C(=O)OCC(=O)Nc2ccc(F)c(F)c2F)cc1OC | 5% | -1.1% | 5% | -1% | -3% | 2% | 0% | 1% | -6% | 0 | -5%
O/N=C(\Cc1cscn1)c1ccc(O)cc1O | -4% | 0.3% | . | -1% | 15% | 2% | 4% | -2% | -9% | -14 | -1%
COc1ccc(S(=O)(=O)N2CCC3(CC2)OCCN3S(=O)(=O)c2ccc(OC)cc2)cc1 | 1% | 0.1% | 3% | -13% | 5% | -3% | 2% | 8% | ? | 5 | 0%
COCCNC(=O)CN(C(=O)Cn1nnc2ccccc21)c1ccc(C)cc1 | 2% | -0.5% | -4% | 1% | 13% | 1% | -1% | -3% | -2% | -8 | -2%
COc1cc(OC)cc(C(=O)NC(C(=O)NCc2ccccn2)C(C)C)c1 (configuration not stated) | -8% | -0.1% | 0% | -5% | -8% | 9% | 0% | 0% | -3% | 21 | -6%
CN(C)c1nc(N)nc(CSc2nnnn2C)n1 | ? | -0.1% | -3% | ? | -1% | -4% | 1% | -4% | 1% | 3 | 0%
COc1ccc(N(C(=O)Cn2cnc3ccccc32)C(C(=O)NC2CCCCC2)c2ccccc2)cc1 (configuration not stated) | -21% | -0.5% | . | 11% | 4% | -4% | 5% | 0% | -2% | 8 | 0%
COc1cccc(C2=NOC(C(=O)Nc3c(C)n(C)n(-c4ccccc4)c3=O)C2)c1 (configuration not stated) | 8% | -0.9% | -7% | 0% | -3% | -3% | -3% | 2% | 11% | 1 | -3%
O=C1CSC(c2cccnc2)N1CC1CC1 (configuration not stated) | 5% | 0.5% | 9% | 4% | 15% | -1% | 3% | 4% | 4% | -4 | -1%
O=C(N1CCOCC1)C1(c2ccc(Cl)cc2)CCCC1 | ? | 2.4% | 3% | 11% | 8% | 3% | 0% | 12% | 6% | 9 | -3%
O=C(CCC(=O)N1CCOc2ccccc21)N1CCN(c2ccccc2)CC1 | 6% | -0.2% | -4% | -1% | 0% | -5% | 1% | 4% | 5% | 0 | -6%
CC1CCN(S(=O)(=O)c2ccc(NC(=O)C3CCN(C(=O)c4ccco4)CC3)cc2)CC1 | 1% | 0.2% | 9% | -14% | -2% | 1% | 0% | -6% | -5% | -12 | -13%
S=C(N/N=C/c1ccc(Br)cc1)N1CCCCC1 | ? | 0.4% | 6% | ? | 13% | 4% | -1% | -12% | -1% | -9 | -4%
NC(=O)c1cccc2c(=O)oc3ccccc3c12 | 7% | -0.1% | 1% | 13% | -4% | 13% | 1% | -1% | -3% | 18 | -10%
C[C@@H](C(=O)NCC1CCCO1)N1C(=O)N2CCc3c([nH]c4ccccc34)[C@@]2(C)C1=O (some centres not stated) | 12% | -1.3% | -3% | -5% | -11% | -3% | 2% | 3% | -4% | 26 | 0%
COc1ccc(C(=O)/C=C/Nc2cc(C)on2)cc1 | ? | 0.1% | 0% | ? | 11% | -1% | 4% | -2% | -15% | 6 | -5%
O=[N+]([O-])c1ccccc1/C=C/C=N/N1CCCCC1 | ? | -1.0% | 5% | ? | ? | 3% | 1% | -4% | . | 0 | -7%
COc1ccc(N(CC(=O)Nc2cccc(C(C)=O)c2)S(C)(=O)=O)cc1OC | -1% | 0.4% | 6% | 11% | -2% | -5% | 1% | 3% | -3% | -4 | -4%
Cc1onc(-c2c(Cl)cccc2Cl)c1C(=O)NCc1ccco1 | 1% | 0.3% | -1% | 0% | 9% | -1% | 2% | 4% | -3% | -8 | 0%
CCC(C(=O)NC1CCCC1)N(C(=O)Cn1nnc(-c2ccc(C)o2)n1)C(C)(C)C (configuration not stated) | 0% | 8.2% | 4% | 2% | -3% | -9% | 0% | 20% | . | -1 | -7%
COc1ccc(-c2cc(C(=O)NNC(=S)NC(=O)c3c(-c4ccccc4)noc3C)[nH]n2)cc1 | ? | -0.1% | 7% | ? | -11% | 13% | -13% | 0% | -11% | -6 | -5%

4 entries from above, ordered by the value under TSHR antag, low to high.
| compound | TSHR antag |
| --- | --- |
| CC1CCN(S(=O)(=O)c2ccc(NC(=O)C3CCN(C(=O)c4ccco4)CC3)cc2)CC1 | -12 |
| S=C(N/N=C/c1ccc(Br)cc1)N1CCCCC1 | -9 |
| O=[N+]([O-])c1ccccc1/C=C/C=N/N1CCCCC1 | 0 |
| COc1ccc(C(=O)/C=C/Nc2cc(C)on2)cc1 | 6 |

The results go on.
SMILES | BCR signal inh | B2AR arrestin | TCR activator | ELG1 DNA repair | Eya2 inh | Tb PFK inh | USP2a inh | Mito fusion act | uPA generation | TSHR antag | TSG101-PTAP inh
CC(C)(C)c1oc(C(=O)O)cc1CN1CCOCC1 | 7% | -0.3% | 2% | 1% | -2% | 0% | -6% | 0% | 2% | -5 | -2%
COc1ccc(CNC(=O)CSc2nnc3c(n2)[nH]c2ccc(C)cc23)cc1 | -10% | -0.1% | 0% | 2% | 1% | 1% | 1% | 1% | 3% | -3 | 0%
COc1ccc(S(=O)(=O)N2CCC(C(=O)NCCC(=O)Nc3cccc(Cl)c3)CC2)cc1 | 5% | -0.8% | -2% | 8% | 3% | 1% | 2% | 6% | -2% | -5 | -2%
CC(C(=O)NC(=O)NC1CCCCC1)N1CCN(c2ccc(O)cc2)CC1 (configuration not stated) | ? | -0.2% | -2% | 3% | -11% | -30% | -2% | 17% | -5% | -7 | -1%
COc1ccc(-n2nnc3c(=O)n(C/C=C/c4ccccc4)cnc32)cc1 | -1% | -1.7% | . | -8% | -19% | 0% | -2% | -1% | 7% | -10 | -6%

Already shown: 2 of the compounds above.
SMILES | BCR signal inh | B2AR arrestin | TCR activator | ELG1 DNA repair | Eya2 inh | Tb PFK inh | USP2a inh | Mito fusion act | uPA generation | TSHR antag | TSG101-PTAP inh
CC(C(=O)NC(=O)NC1CCCCC1)N1CCN(c2ccc(O)cc2)CC1 (configuration not stated) | ? | -0.2% | -2% | 3% | -11% | -30% | -2% | 17% | -5% | -7 | -1%
COc1ccc(-n2nnc3c(=O)n(C/C=C/c4ccccc4)cnc32)cc1 | -1% | -1.7% | . | -8% | -19% | 0% | -2% | -1% | 7% | -10 | -6%
